Hsp90 Hop PPI: changes Hsp90-Hop TPR2A binding signal, up or down. AlphaScreen TPR2A-His6 binding biotin-Hsp90 C-terminal peptide. Potency, µM (titrated, usually from 57 µM), for inactives: top-dose activity change, negative = inhibition. 71,000 tested, 0.44% active; active = well fitted curve in either direction with a large enough effect; inconclusive = small, poorly fitted or top-dose-only effect, or another doubt; note: potency is the fitted concentration of half-maximal effect; % is set by controls: 0 for no effect and ±100 for the full control effect; many of its hits are not listed in these tables
Luciferase inh: inhibitors of firefly luciferase | 72,000 tested, 2.2% active | AID 411 | Potency, µM (doses to about 57.1 µM), without a hit: top-dose activity change, negative = inhibition, most hits filed as inhibitors | purified firefly luciferase, luminescence, 8 min | P08659; note: potency is the fitted concentration of half-maximal effect; % is set by controls: 0 for no effect and ±100 for the full control effect; nearly all actives have a fitted effect of over 40% in size
Target sequence (P08659 whole entry, looked up): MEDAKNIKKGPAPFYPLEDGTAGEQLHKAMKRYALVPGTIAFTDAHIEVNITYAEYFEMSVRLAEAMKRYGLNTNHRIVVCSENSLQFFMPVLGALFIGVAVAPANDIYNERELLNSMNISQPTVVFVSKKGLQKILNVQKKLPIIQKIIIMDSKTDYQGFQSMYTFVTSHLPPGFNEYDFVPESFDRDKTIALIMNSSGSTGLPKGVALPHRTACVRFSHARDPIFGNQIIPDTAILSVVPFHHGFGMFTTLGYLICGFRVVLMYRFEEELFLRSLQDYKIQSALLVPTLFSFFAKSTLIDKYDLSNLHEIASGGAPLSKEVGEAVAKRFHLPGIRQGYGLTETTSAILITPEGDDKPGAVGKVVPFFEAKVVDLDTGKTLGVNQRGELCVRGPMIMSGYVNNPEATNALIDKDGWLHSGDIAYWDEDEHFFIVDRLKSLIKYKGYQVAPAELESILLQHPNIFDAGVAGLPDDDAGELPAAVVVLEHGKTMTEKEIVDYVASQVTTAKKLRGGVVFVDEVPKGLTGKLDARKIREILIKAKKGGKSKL
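Titration-based qHTS; buffer 50 mM imidazole pH 7.2, 50 mM KCl, 7 mM MgCl2, 10 uM ATP, 0.01% Tween 20, 0.05% BSA; luciferase/luciferin detector mix added after compound; 8 min, ambient; luminescence.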
Ub-GFP proteasome: inhibits proteasome, raising ubiquitin-GFP reporter fluorescence. Ubiquitin-GFP reporter cells, proteasome inhibition, GFP fluorescence; response scale: untreated = 0%, 10 µM MG-132 = 100%. Potency, µM (doses to about 45.9 µM), inactives show at the top dose activation (GFP accumulation), actives largely listed as activators. 67,000 tested, under 10 active; active = well fitted activation curve with a large enough effect, not every such curve was filed as active; inconclusive = small, poorly fitted or top-dose-only effect, or another doubt; inactive = no such curve, though single readings can be large or run the other way; note: potency is the fitted concentration of half-maximal effect
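U2OS cells stably expressing ubiquitin(G76V)-GFP, seeded overnight in 0.5% FBS medium, were exposed to compounds (qHTS, 46 uM to 2.9 nM) for 4 hr at 37 °C. GFP-positive cells were counted by laser cytometry (488 ex/515 em), normalized between basal and 10 uM MG-132.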
HBB splice mod: alters splicing of the hemoglobin beta chain. Potency, µM (doses to about 46.1 µM), inactives show at the top dose activation, actives largely listed as activators. 65,000 tested, 0.06% active. HBB splicing reporter cell assay, activation; EGFP reporter with mutant IVS2-654 intron; response scale: normalised to 500 nM splice-correcting PNA; note: potency is the fitted concentration of half-maximal effect; 0% is about no effect
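HeLa cells stably expressing EGFP interrupted by mutant beta-globin intron 2 (IVS2-654), 500/well in 2% FCS. Treated with compound for 2 days at 37C. Splicing correction scored as total well GFP intensity (488 nm excitation, 500-520 nm emission); 500 nM antisense PNA served as control.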
Epigenetic mod: epigenetic modulators derepressing GFP locus in mouse cells; mouse C127i GFP locus derepression, cytometry, 30 h; Potency, µM (titrated, usually from 46.1 µM), for inactives: at the highest dose GFP derepression (activation); 68,000 tested, 0.09% active; note: % of control where 0% means no effect
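Read-out is the number of GFP-positive cells, scored as fluorescent objects 20 to 120 um wide, reflecting derepression of a silenced CMV-GFP reporter in murine C127i cells after 30 h compound exposure at 37 C.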
Fluorescein autfl: compound autofluorescence in fluorescein spectral region; Compound autofluorescence, 480/540 nm, fluorescein-equivalent; stronger effect = higher value; AID 593; 59,000 tested, 0.91% active; max fluorescein-equivalent concentration, M; in the data active = max fluorescein-equivalent concentration above about 10 nM; inconclusive = between about 1.1 nM and that limit
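Compounds were pin-transferred into 100 mM Tris buffer, pH 8.0, and incubated 15 min at room temperature. Fluorescence was read at 480 nm excitation/540 nm emission. Signals were normalized to an on-plate six-point fluorescein standard curve as dye-equivalent concentration.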
4MU fluor: compounds fluorescent in 4-MU spectral region. compound autofluorescence, 340/450 nm, 4-MU equivalents; stronger effect = higher value. max dye-equivalent concentration, M. 59,000 tested, 11% active. AID 589; in the data active = max dye-equivalent concentration above about 10 nM; inconclusive = mostly about 1.1 nM to 9.6 nM
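Intrinsic fluorescence at 340/450 nm (ex/em) was read after 15 min at room temperature in pH 8.0, 100 mM Tris. Each compound concentration expressed as 4-MU-equivalent concentration from a six-point 4-MU standard series on each plate.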
A350 autofl: compound fluoresces in the Alexa 350 spectral region | Compound autofluorescence, 340/450 nm, Alexa 350 dye-equivalents; stronger effect = higher value | max dye-equivalent concentration, M | 59,000 tested, 11% active; in the data active = max dye-equivalent concentration above about 10 nM; inconclusive = mostly about 1.1 nM to 9.6 nM
ERK AVP inh: inhibitors of vasopressin-stimulated ERK signaling pathway; HEK293-V1b, vasopressin-stimulated pERK AlphaScreen; Potency, µM (highest dose often 57.5 µM), for the others: top-dose activity, negative = inhibition, most hits filed as inhibitors; 72,000 tested, 0.99% active; AID 995; note: potency is the fitted concentration of half-maximal effect; % is set by controls: 0 for no effect and ±100 for the full control effect; nearly all actives have a fitted effect of over 55% in size
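HEK293 cells stably expressing V1b receptor, seeded overnight in 1% FBS, were treated with compounds for 30 min at 37C, then stimulated 5 min with 25 nM vasopressin; phospho-ERK read by AlphaScreen SureFire after lysis.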
TexasRed autofl: Texas Red region autofluorescence; Compound fluorescence, Texas Red channel, 547/618 nm; stronger effect = higher value; max dye-equivalent concentration, M; 59,000 tested, 0.06% active; AID 587; in the data active = max dye-equivalent concentration above about 10 nM; inconclusive = between about 1.1 nM and that limit
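Dye-equivalent concentrations come from scaling compound signal (ex 547, em 618 nm) to six Texas Red standard concentrations run on every plate, after 15 min room-temperature incubation in pH 8.0 Tris (100 mM).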
CRE Fsk mod: alters forskolin-stimulated CRE reporter signaling in CHO cells | Potency, µM (series often up to 38.2 µM), for the others: at the top dose activity change, negative = inhibition, hits mostly activators | AID 662 | CHO CRE-bla reporter (cAMP response element driving beta-lactamase), forskolin EC10, beta-lactamase ratio | 71,000 tested, 2.5% active; active = well fitted activation curve with a large enough effect in the signal ratio, with a control signal flat, not every such curve was filed as active; inconclusive = small, poorly fitted or top-dose-only effect, or effect the other way, or a change in a side signal; the % refers to the signal ratio; note: potency is the fitted concentration of half-maximal effect; % of control where 0% means no effect
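The 460nm/530nm emission ratio after CCF4 loading defined %Activity, from which AC50 values were obtained. CRE-bla CHO cells received compound dilution series together with an EC10 level of NKH 477 for 3 hours at 37 degrees Celsius.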
Starred values were filed as active, the others as inactive; i = inactive; ? = inconclusive; . = not tested or not shown; [ ] = dose if it differs, or a comment. Unless noted, calls come from the whole dose curve; as a rule, active = well fitted curve in the direction sought with a large enough effect; inconclusive = small, poorly fitted or top-dose-only effect, or another doubt; inactive = no such curve, though single readings can be large; an effect the other way counts as inactive or inconclusive. These rows are one share of the data, so the mix of outcomes need not match the whole.

SMILES	Hsp90 Hop PPI	Luciferase inh	Ub-GFP proteasome	HBB splice mod	Epigenetic mod	Fluorescein autfl	4MU fluor	A350 autofl	ERK AVP inh	TexasRed autofl	CRE Fsk mod
O=C(Nc1ccc2c(c1)OCO2)C(c1ccc(Cl)cc1)N1CCC2(CC1)OCCO2 (stereo unspecified)	1%	1%	-10%	-1.1%	2%	i	i	i	14%	i	-6%
O=C(CCN1c2ccccc2Sc2ccccc21)OCC(=O)N1CCN(C(=O)c2ccco2)CC1	?	-1%	-1%	-0.6%	0%	i	i	i	-8%	i	4%
Cc1ccc(C2C=C(c3ccc4c(c3)OCO4)Nc3ncnn32)cc1 (stereo unspecified)	-1%	-2%	-8%	-2.1%	1%	i	?	?	30%[activator]	i	?
O=C1NC2(CCCCC2)Cc2ccccc21	2%	-6%	9%	0.3%[9.22 µM]	0%	.	.	.	-17%	.	6%
c1ccc2sc(SCc3ccc(-c4nnco4)cc3)nc2c1	13%	-26%	5%	-0.8%	3%	?	i	i	-30%	i	11%
COC(=O)c1ccc2c(=O)n(CCN3CCOCC3)c(=S)[nH]c2c1	-3%	0%	5%	0.2%	-2%	?	1.4e-08M*	1.2e-08M*	6%	i	0%
COc1ccc(-c2ccc(SCC(=O)N3CCCC3)nn2)cc1OC	-1%	-14%	-8%	.	-1%	i	i	i	?	i	?
O=C1CC(c2ccc3c(c2)OCO3)CN1 (stereo unspecified)	-5%	1%	-3%	0.8%[57.5 µM]	2%	?	i	i	-8%	i	-1%
CC1CN(c2oc(COc3ccc(Cl)cc3Cl)nc2C#N)CC(C)O1 (stereo unspecified)	?	1%	-7%	-0.3%	-5%	i	i	i	2%	?	?
CC(C)N(Cc1ccccc1)C(=O)COC(=O)c1ccc2c(c1)OCCO2	2%	2%	-2%	-2.3%	1%	?	i	i	21%	?	?
Cc1ccc(S(=O)(=O)NCC(=O)OC2CCOC2=O)cc1 (stereo unspecified)	-1%	-1%	-2%	4.7%	0%	?	?	1.3e-08M*	-6%	i	-1%
CC(C)(C)/C(O)=C(/C#N)c1nc2ccccc2[nH]1	-1%	-2%	1%	-3.3%	0%	i	i	i	20µM*	i	?
Cc1cc(C)n2cc(CSc3nc4cc(Cl)ccc4o3)nc2n1	2%	-3%	0%	0.3%[57.5 µM]	-2%	i	i	?	-11%	i	?
CCOc1ccc(-c2nc(-c3ccccc3)no2)cc1OCC	10%	-13%	6%	1.6%	0%	.	.	.	12%	.	?
COC(=O)c1oc2ccc(Br)cc2c1-n1cccc1	12%	7%	0%	-0.5%[57.5 µM]	-1%	i	i	i	16%	i	?
CC1CCN(c2ccc(C(=O)NCc3cccs3)cn2)CC1	2%	-20%	-1%	.	2%	?	i	i	-2%	?	14%
Cc1ccc(P(=Nc2ccccc2)(N2CCOCC2)N2CCOCC2)o1	-1%	-5%	3%	-0.1%[57.5 µM]	-3%	i	i	i	22%	i	-1%
O=C(CN(C(=O)CCC(=O)Nc1nccs1)c1ccccc1F)NCC1CCCO1 (stereo unspecified)	-1%	1%	2%	0.4%[57.5 µM]	0%	i	i	i	4%	?	-4%
Cc1cc(C)n(-c2nc3c(c(=O)n(Cc4ccc(Cl)c(Cl)c4)c(=O)n3C)n2C)n1	?	3%	-1%	-0.6%[57.5 µM]	3%	?	i	i	28%	i	10%
Cc1ccc(-n2c(=O)[nH]cc(C(=O)Nc3ccc4c(c3)OCCO4)c2=O)cc1C	-3%	1%	4%	2.0%	-3%	i	i	i	11%	i	-2%
CN(C)S(=O)(=O)c1ccc(Nc2ccc(O)c3c2C(=O)c2c([N+](=O)[O-])ccc(O)c2C3=O)cc1	?	-10%[11.4 µM]	2%[9.17 µM]	1.6%[9.22 µM]	14%[9.22 µM]	?	i	i	18%[11.5 µM]	i	14%[7.6 µM]
COC(=O)C1CCN(S(=O)(=O)Cc2ccccc2)CC1	-3%	2%	-1%	-0.3%[57.5 µM]	-1%	?	i	i	-16%	i	0%
CCOC(=O)Cn1c(=O)oc2cc(S(=O)(=O)Nc3ccc(F)cc3)ccc21	1%	-1%	-2%	0.2%	.	.	.	.	.	.	3%
COc1ccc(OC)c2[nH]c(=O)c(CCNC(=O)c3ccc(S(=O)(=O)N4CCCC4)cc3)cc12	?	0%	-7%	-0.8%	1%	i	i	i	23%	i	?
Cc1ccccc1NC(=O)Cc1nnc(SCC(=O)N2CCN(c3ccccc3)CC2)n1C	-11%	1%	0%	0.7%	-2%	?	i	i	?	i	-12%
c1ccc2[nH]c(NCCCN3CCOCC3)nc2c1	-2%	-2%	-1%	0.4%[1.84 µM]	-2%	i	i	i	3%	i	?
O=C(O)C[C@H](Nc1ccccc1)C(=O)O	-2%[11 µM]	-1%[11.4 µM]	-2%[9.17 µM]	3.1%[9.22 µM]	0%[9.22 µM]	?	i	i	-16%[11.5 µM]	i	10%[7.6 µM]
Cc1n[nH]c(=O)nc1N1CCN(c2ccccc2)CC1	0%	2%	3%	0.4%	0%	i	i	i	-22%	i	2%
NCCc1ccc(O)c(O)c1	-11%	-4%	-5%	0.0%	2%	?	i	i	?	i	1%
CN1C(=O)C2ON(c3ccccc3)C(c3cccs3)C2C1=O (stereo unspecified)	-2%	1%	-2%	-1.2%	2%	i	i	i	-2%	?	-4%
CC(=O)NCC(=O)N[C@H](CCC(=O)O)C(=O)O	3%	1%	0%	.	-3%	.	.	.	-7%	.	10%
Cc1nc(NCc2ccccc2)c2nc(-c3ccccc3)n(CCCN3CCOCC3)c2n1	-6%	.	0%	-1.2%	.	.	.	.	?	.	?
C/C(=C\C(=O)c1ccc(C)o1)Nc1ccc(C(=O)O)cc1C	-5%	-1%	-3%	6.7%	13%	?	?	?	-8%	i	2%
Cc1ccc(S(=O)(=O)Cn2nnnc2CN(Cc2ccco2)CC2CCCO2)cc1 (stereo unspecified)	0%	0%	-2%	.	-1%	i	i	i	-24%	i	-9%
Cc1nn2cc(-c3ccc(-c4ccccc4)cc3)nc2s1	-2%	1µM*	-3%	-2.0%	1%	?	?	?	10%	i	5%
Cc1noc(C)c1CSc1nnc2sc3ccccc3n12	-4%	7%	-4%	-3.8%	5%	?	i	i	-3%	?	7%

Grouped by structure: the compounds so far containing an aryl methoxy group
SMILES	Hsp90 Hop PPI	Luciferase inh	Ub-GFP proteasome	HBB splice mod	Epigenetic mod	Fluorescein autfl	4MU fluor	A350 autofl	ERK AVP inh	TexasRed autofl	CRE Fsk mod
COc1ccc(-c2ccc(SCC(=O)N3CCCC3)nn2)cc1OC	-1%	-14%	-8%	.	-1%	i	i	i	?	i	?
COc1ccc(OC)c2[nH]c(=O)c(CCNC(=O)c3ccc(S(=O)(=O)N4CCCC4)cc3)cc12	?	0%	-7%	-0.8%	1%	i	i	i	23%	i	?

An excerpt from above in order of the CRE Fsk mod value, low to high:
Structure | CRE Fsk mod
NCCc1ccc(O)c(O)c1 | 1%
C/C(=C\C(=O)c1ccc(C)o1)Nc1ccc(C(=O)O)cc1C | 2%
Cc1nn2cc(-c3ccc(-c4ccccc4)cc3)nc2s1 | 5%

(further entries)
SMILES	Hsp90 Hop PPI	Luciferase inh	Ub-GFP proteasome	HBB splice mod	Epigenetic mod	Fluorescein autfl	4MU fluor	A350 autofl	ERK AVP inh	TexasRed autofl	CRE Fsk mod
CCOC(=O)C1CCCN(C2CC(=O)N(c3cccc(C)c3)C2=O)C1 (stereo unspecified)	-1%	0%	3%	2.2%	0%	?	i	i	4%	i	-8%
CCOc1ccccc1Nc1nnc(Cc2ccccc2Cl)c(=O)[nH]1	0%	1%	0%	-5.1%	-3%	i	i	i	35%[activator]	i	?
CC1CCc2nc(NC(=O)CSc3nc4ccccc4o3)sc2C1 (stereo unspecified)	-1%	0%	2%	-2.0%	2%	i	i	i	-23%	i	0%
CCCS(=O)(=O)NCCc1cc2cc(C)c(C)cc2[nH]c1=O	-2%	0%	9%	-0.9%	-2%	i	i	?	16%	i	?
COc1ccccc1N(C)S(=O)(=O)c1ccc(C(=O)NC2=NCCS2)cc1	-9%	-1%	2%	-1.0%	-1%	?	i	?	2%	i	?
Nn1c(SCc2nc3ccccn3c2Br)nnc1-c1cccnc1	-4%	-2%	-1%	-7.6%	0%	?	i	i	?	i	21%
Cc1[nH]c2c(Cl)cccc2c(=O)c1CN1CCCC1	0%	4%	0%	0.5%	4%	i	i	i	-11%	i	2%
